Rpn11 inh = Rpn11 (PSMD14) deubiquitinase inhibitors, primary screen, biochemical, fluorescence polarization, uHTS | 26S proteasome non-ATPase regulatory subunit 14 (Homo sapiens), O00487 | human 26S proteasome, Ub4-pepOG fluorescence polarization; 20S core pre-blocked with epoxomicin | calls only at 20 µM | 0.59% of 360,000 active | AID 588493, 2011;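 active means inhibition at 20 µM, scaled to each plate's controls, above about 33%, limit read from the data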
SKN-1 inh = suppressors of acrylamide-induced Pgst-4::GFP reporter in worms, primary screen, SKN-1 inhibitor project, whole organism, uHTS, GFP/RFP fluorescence ratio, strain VP596. C. elegans VP596 Pgst-4::GFP/RFP ratio, 24 h. inhibition, % at 21.8 µM. 0.49% of 360,000 active;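 active means interference check ratio from 0.5 to 1.5 plus GFP to RFP signal ratio inhibition reaching or exceeding a fixed threshold, cut at about 30% in these data, passing the limit was not always enough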; further: some compounds called inactive have numbers as strong as hits
Rin1-Abl PPI inh = inhibitors of Rin1-Abl protein binding, primary screen, biochemical, TR-FRET; inhibition, % at 7.35 µM; Tyrosine-protein kinase ABL1 (Homo sapiens) + Ras and Rab interactor 1 (Homo sapiens), …; 0.4% of 360,000 active; in the data active means inhibition above about 5%, passing the limit was not always enough
NadD inh = inhibitors of S. aureus NadD, primary screen, biochemical, colorimetric, uHTS | 0.78% of 360,000 active | inhibition, % at 20 µM | purified NadD enzyme, colorimetric absorbance read-out; in the data active means inhibition above about 26%; further: some compounds past the cut are filed as inactive
MT1-MMP act inh = blockers of MT1-MMP proenzyme processing, primary screen, HT1080 RFP-PRO-GFP cells, GFP/RFP fluorescence; GFP/RFP ratio change, % at 20 µM; Matrix metalloproteinase-14 (Homo sapiens), P50281; GFP/RFP ratio fluorescence, overnight; percent of plate control window, DMSO zero; 0.061% of 360,000 active; AID 651647, 2012;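 active means GFP/RFP ratio change of at least 30% with cell ATP level not reduced by more than half and red fluorescence within 50% of control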; further: strong numbers were not always called active
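Assay system: HT1080 RFP-PRO-GFP cells. Benchmarks: DMSO vehicle wells and RFP-L50D-GFP reporter cell wells. Times: overnight cell settling, then overnight compound exposure, 37 °C, 5% CO2. Compound: 20 µM single dose, 1% DMSO. Read-out basis: GFP/RFP fluorescence ratio.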
CSN inh = inhibitors of CSN-mediated cullin deneddylation, primary screen, biochemical, fluorescence polarization, uHTS | COP9 signalosome complex subunit 5 (Homo sapiens), Q92905 | Purified CSN, SCF-Nedd8-OG deneddylation | inhibition, % at 12.5 µM | 0.38% of 360,000 active | AID 651999, 2013;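 active means pattern-corrected inhibition above about 35%, with an unprinted fluorescence ratio check between 0.5 and 1.5, limit read from the data, passing the limit was not always enough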;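 further: 0% = enzyme with substrate and 100% = substrate without enzyme; some results filed as inactive read as strong as hits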
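Test system: purified human Csn5 enzyme expressed in HEK293T cells. Amount: 0.24 nM enzyme. Reagent: SCFSkp2-Nedd8OG substrate at 10 nM final. Schedule: 90 min incubation of compound, enzyme and substrate at room temperature. Detection: fluorescence polarization. Read-out: % inhibition of substrate cleavage by Csn5.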
MLLE-PAM2 inh = inhibitors of PABP1 MLLE–PAM2 peptide binding, primary screen, biochemical, fluorescence polarization, FITC-PAM2, GST-MLLE | Polyadenylate-binding protein 1 (Homo sapiens), P11940 | inhibition, % at 20 µM | 0.36% of 360,000 active | AID 588489, 2011; in the data active means inhibition above about 35%, passing the limit was not always enough;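 further: plate controls were DMSO wells with GST-MLLE for no effect and wells lacking GST-MLLE protein for full effect; some results filed as inactive read as strong as hits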
FAS TE block = FAS thioesterase domain inhibitors, primary screen, biochemical, fluorescence intensity, uHTS. inhibition, % at 15 µM. recombinant FAS-TE, OMFH fluorogenic substrate, fluorescence endpoint. 0.67% of 360,000 active. AID 602261, 2012. Fatty acid synthase (Homo sapiens), P49327;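 active means compounds whose normalised, plate-corrected inhibition of enzyme fluorescence in the single-dose primary screen is 50% or more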;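 further: 0% = DMSO with enzyme and 100% = substrate without enzyme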
Neddyl block = inhibitors of cullin neddylation, primary screen, biochemical, TR-FRET, uHTS, NAE and Ubc12 | NEDD8-conjugating enzyme Ubc12 (Homo sapiens) + NEDD8-activating enzyme E1 regulatory … | calls only at 25 µM | 0.58% of 360,000 active | AID 651699, 2012; in the data active means inhibition above about 36%
* hit, by the source's call; i = inactive; . = not tested or not shown; + = active, no number.

canonical_smiles,SKN-1 inh,FAS TE block,Rin1-Abl PPI inh,NadD inh,MLLE-PAM2 inh,Rpn11 inh,CSN inh,Neddyl block,MT1-MMP act inh
CCC(CO)n1c(SCc2cc([N+](=O)[O-])cc3c2OCOC3)nc2ccccc2c1=O (stereo not given),-9,54*,-2,1,38,i,-1,i,4
CC(=O)Nc1ccc(/C=C/C(=O)c2ccc3c(c2)OCCO3)cc1,12,-4,0,0,-17,i,10,i,-2
CCOc1ccc(NC(=O)CN(C)C(=O)CCCc2c[nH]c3ccccc23)cc1OCC,-2,-2,0,-4,-3,i,1,i,12
Cc1cc(C(=O)NNC(=S)NCc2ccco2)nn1C,0,-2,-5,3,-35,i,5,i,1
CCOC(=O)N1CCN(C(=O)CCc2ccc(S(=O)(=O)NCC(C)C)cc2)CC1,-13,-7,-2,-10,18,i,-2,i,2
CCOC(=O)c1c(CNCCN(CC)CC)n(C)c2cc(Br)c(OC)cc12,-14,-13,-1,-11,2,i,-6,i,8
CN(C)N(C(=O)c1cc(-c2cccs2)nn1-c1ccccc1)C1CCS(=O)(=O)C1 (stereo not given),-3,0,1,-1,-2,i,-3,i,1
COc1ccc(C2=NN(C)C(=NCc3ccccc3)SC2)cc1,8,15,0,2,6,i,0,i,-3
CCOC(=O)c1c(C)n(C)c2ccc(OC(C)C(=O)OC)cc12 (stereo not given),0,-9,4,-7,5,i,0,i,-4
COc1ccc(C(CNC(=O)Nc2ccc(Cl)cc2)N2CCN(C)CC2)cc1 (stereo not given),13,14,3,-4,6,i,2,i,0
CC(=O)NC(Nc1nc2c(s1)CCCC2)(C(F)(F)F)C(F)(F)F,0,-3,-4,-2,3,i,-21,i,0
CCOc1ccc(N2C(=O)Nc3ccccc3C2(O)C(=O)NCc2ccccc2)cc1 (stereo not given),-16,-4,-3,1,-3,i,-5,i,3
Cc1ccc(-n2c(COc3c(C)cccc3C)nnc2SCC(=O)Nc2nccs2)cc1,-13,-7,3,-1,-21,i,2,i,-3
Cc1sc(NC(=O)c2ccco2)c(C(c2ccc(F)cc2)N2CCN(C)CC2)c1C (stereo not given),8,9,-5,-20,13,i,-5,.,-6
COC(=O)C1=C(O)/C(=C/c2ccc(OCC(=O)Nc3ccccc3)cc2)N=C1C,0,-4,1,4,-12,i,-4,i,0
CC(C)C(=O)OCCN=C1NS(=O)(=O)c2ccccc21,25,-4,-3,6,-16,i,-6,i,-5
COc1cc(C(=O)NCc2ccccc2)ccc1OC(F)F,-3,-1,2,1,-7,i,1,i,2
CCCCNC(=O)OCCNC(=O)Oc1cccc(C)c1,0,-5,-1,-1,16,i,2,i,3
COc1ccc(-c2cc(C(=O)N3CCCC(C(F)(F)F)C3)c3ccccc3n2)cc1 (stereo not given),8,42,1,-2,2,i,2,.,-3
CC(C)(C)NC(=O)CC1C[C@H](C(=O)N2CCCCC2)[C@@]2(C)c3[nH]c4ccccc4c3CCN2C1=O (stereo not given in full),6,-3,-2,0,3,i,-1,i,1
Cc1ccc(S(=O)(=O)N2CC3(O)CN(C(=O)OC(C)C)N(C(=O)OC(C)C)CC3(OC(=O)Nc3c(C)noc3C)C2)cc1 (stereo not given),-12,2,-2,-7,10,i,7,i,6
O=C(NCC1CCCO1)c1ccc(NC(=O)C2CCCCC2C(=O)O)cc1 (stereo not given),17,-6,-4,-5,-7,i,-2,i,-1
COc1ccc(CNc2nc(SCC(=O)NCc3ccco3)nc3ccccc23)cc1,-6,4,2,-2,-19,i,-3,i,-6
Cc1nn(C(C)(C)C)c(C)c1/C=N/OC(=O)Nc1ccc(Cl)c(Cl)c1,10,36,0,-5,2,i,1,i,0
CCN(CC)C(=O)c1ccc(C(=O)c2ccccc2)cc1,2,-7,-1,3,6,i,2,i,1
CCN(CC)CCC(=O)NC(C)(C)Cc1ccc(O)cc1,13,-7,1,1,3,i,15,i,5
COc1ccc(S(=O)(=O)N2CCC(C(=O)N[C@@H](C)C(=O)NC3CCCC3)CC2)cc1,10,-9,-4,-8,6,i,-10,i,3
Cc1cccc(N(CC(=O)NCc2ccco2)C(=O)CNS(=O)(=O)c2ccc(F)cc2)c1,18,0,0,-4,-4,i,2,i,1
Cc1ccc(-n2nc(C)cc2NC(=O)CC#N)cc1,3,-3,0,4,-4,i,2,i,-4
COC(=O)COc1cccc(NC(=O)COc2ccccc2)c1,13,-4,7.5*,-5,-6,i,-1,i,-6
CN(c1ccc(OC(=O)CN2C(=O)NC3(CCCC3)C2=O)cc1)S(=O)(=O)c1ccccc1,-10,1,0,-3,9,i,-6,i,-3
O=C(Cc1ccccc1)NC1CCN(S(=O)(=O)c2ccc(C(=O)O)cc2)CC1,1,-12,4,-1,-4,i,1,i,6
COc1ccc(C[C@H]2CN3C(=NC[C@H]3Cc3ccccc3)N2CCNC(=O)c2ccc(C)c(Br)c2)cc1,7,-10,3,4,0,i,3,i,-8
CCc1cc(=O)n2[nH]c(-c3ccccc3)c(-c3ccccc3)c2n1,-15,0,2,2,1,i,0,.,-11
O=C(CSc1ncnc2c1oc1ccccc12)OCc1ccccc1,-1,15,i,3,-8,i,1,i,-5
O=C(O)CCCn1cc(NC(=O)COc2cccc(Cl)c2)cn1,3,-6,3,-1,-4,i,1,i,-3
COc1ccc(CCNC(=O)COC(=O)CNS(=O)(=O)c2ccc(SC)c([N+](=O)[O-])c2)cc1,8,-3,-2,2,-9,i,0,i,1
Cc1nnc(SCC(=O)NNC(=O)CC#N)[nH]c1=O,4,-5,-1,-2,11,i,-1,i,3
COc1ccc(CNc2nc(-c3cccnc3)nn2C(=O)c2cccs2)cc1,1,21,2,5,1,i,1,i,3
COc1ccc(NS(=O)(=O)c2cc(NC(=O)[C@H](C)NC(N)=O)ccc2N2CCCC2)cc1,5,-7,3,2,-7,i,-2,i,0
CC(Cc1ccccc1)NC(=O)c1cc2ccccc2o1 (stereo not given),-2,7,1,0,-6,i,4,i,-1
Cc1ccc(C)c(NC(=O)CN(C)C(=O)c2ccccc2OCc2ccc(Cl)cc2)c1,11,15,-3,-2,4,i,-3,i,0
O=C(c1ccco1)N1CCN(C2CN(C3CCCC3)S(=O)(=O)C2)CC1 (stereo not given),12,-12,2,-6,4,i,-4,i,5
Cc1cc(C)n(C(=O)CCN2C(=O)c3ccccc3C2=O)n1,4,-8,2,-1,6,i,0,i,1
Cc1nc2ccccc2n1C(c1cccnc1)c1nc2ccccc2[nH]1 (stereo not given),3,.,.,.,.,.,0,i,1
O=C(Cc1ccccn1)c1ccncc1,-9,-11,2,0,3,i,0,i,-1
Cc1ccccc1Nc1nc(N)[nH]c(=O)c1N=O,5,-1,-7,5,45*,i,-24,i,2
COc1cccc(NC(=O)NCc2c(-c3ccccc3)noc2C)c1,-7,0,-3,-3,14,i,3,i,4
O=C(O)c1ccc(CNCc2ccc(Cl)cc2Cl)cc1,0,-7,-1,-1,2,i,-4,i,2
COc1cccc(-c2cc(C(=O)Nc3ccc4c(c3)OCO4)no2)c1,1,-5,1,2,4,i,0,.,3
COC(=O)c1ccc(C(=O)OC)c(NC(=S)N2CCN(C)CC2)c1,7,-6,4,-5,-15,i,0,i,-2
NC(N)=NS(=O)(=O)c1ccc(NC(=S)Nc2ccc(F)cc2)cc1,19,-4,3,-4,11,i,4,i,4
COc1ccc(CCNC(=O)CN2C(=O)COc3ccc(S(=O)(=O)N4CCCC4)cc32)c(OC)c1,3,1,3,-5,4,i,5,i,0
CCCOc1ccc(-c2nc(C#N)c(N3CCN(CC)CC3)o2)cc1,28,6,1,-5,-2,i,4,.,-2
CC(C)CN1C(=O)NC(NS(=O)(=O)c2ccc(N)cc2)(C(F)(F)F)C1=O (stereo not given),2,-16,6.7*,2,24,i,-19,i,2
Nc1nc(N)c(N=Nc2ccc(SCC(=O)O)cc2)c(=O)[nH]1,0,-6,-1,-6,-13,i,-2,i,-1

The results go on:
canonical_smiles,SKN-1 inh,FAS TE block,Rin1-Abl PPI inh,NadD inh,MLLE-PAM2 inh,Rpn11 inh,CSN inh,Neddyl block,MT1-MMP act inh
COc1ccc(N2CCN(C(=O)c3ccc4c(c3)NC(=O)C(CSCc3ccccc3F)N4)CC2)cc1 (stereo not given),17,-16,-1,56*,-96,+,2,i,-4
Clc1ccccc1-c1nnc(-c2cccnc2)o1,6,1,-1,-8,5,i,-2,i,0
Cc1c(C(=O)NCc2ccc3c(c2)OCCO3)sc(=O)n1Cc1ccccc1F,-2,2,2,-9,10,i,-1,i,3
COCCNC(=O)c1ccc(CN2CCOCC2)cc1,7,-8,-1,6,-9,i,-5,i,-1
O=C(CN1C(=O)NC2(CCCCC2)C1=O)NC1CCCc2ccccc21 (stereo not given),1,-4,4,-3,2,i,0,i,2
COc1ccccc1C(=O)Cc1ccccc1,2,1,5,-4,-1,i,-1,i,1
